KCNQ1 act = human KCNQ1 channel potentiation or activation; CHO-K1 KCNQ1, thallium flux FluxOR fluorescence; hits give high values; B-score at 10 µM; 0.35% of 310,000 active;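 active = fluorescence ratio B-score, a plate-corrected score, at least three library SD, with initial intensity B-score within 5 SD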
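assay system = KCNQ1-transfected CHO-K1 cells | medium = assay buffer with matched DMSO | probe or stimulus = depolarizing K+/Tl+ stimulus, K2SO4 and Tl2SO4 each 12.5 mM in 5x stock | dosing = single dose | incubation = dye 90 min, compound 20 min, room temperature | detection = kinetic FluxOR fluorescence, 10 s baseline plus 110 s post-stimulus | evaluation = ratio B score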
PolyA inh = blocks polyadenylation in yeast reporter cells; 0.02% of 300,000 active; S. cerevisiae SKY197-pL101 polyadenylation reporter, beta-gal luminescence; efflux-impaired pdr1/pdr3 knockout yeast; score 100 = 6 SD above DMSO; AID 1875; calls only at 12 µM;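 active = lowest replicate activity score at least 50, where 100 means six control SD above control mean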;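 note: yeast exposed to compound for 9 h at 30 °C; higher score means more reporter readthrough which indicates perturbed polyadenylation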
KCNK3 inh = human KCNK3 channel inhibition, primary screen; O14649; CHO-KCNK3 thallium flux, FluxOR fluorescence; hits give low values; B-score at 10 µM; 0.84% of 340,000 active;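 active = B-score under library mean minus 4 SD, starting fluorescence ratio at most library mean plus 5 SD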;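 note: more negative B-score means stronger inhibition of thallium flux through KCNK3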
KCNQ1 block = blocks the human KCNQ1 potassium channel | P51787 | CHO-K1 KCNQ1, FluxOR thallium flux fluorescence; hits give high values | B-score at 10 µM | 1.3% of 310,000 active;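 active = compounds whose thallium flux B-score, printed positive for inhibition, exceeds three library SD while starting fluorescence stays within three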;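 note: channel opened by potassium depolarization with thallium stimulus after 20 min compound exposure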
RGS4 act = potentiators or activators of RGS4; HEK293 M3R/inducible RGS4, carbachol calcium flux Fluo4; hits give low values; B-score at 10 µM; 0.92% of 310,000 active; AID 463111;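 active = B-score of the integrated calcium signal more than 4 SD below the library mean, with starting fluorescence not abnormally high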;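 note: negative B-score means reduced calcium response which marks RGS4 activation or potentiation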
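Detection: kinetic calcium fluorescence imaging with Fluo4-AM dye, 2 µM / Material: HEK293 cells with stable M3R and inducible RGS4 / Schedule: recording 10 s baseline at 1 Hz, 100 s post-agonist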
GSK3 alpha inh = human GSK-3 alpha kinase inhibition; ADP-Glo luminescence, 60 min; inhibition, % at 10 µM; 0.1% of 320,000 active;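 in the data active = inhibition above about 50%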;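 note: GST-tagged GSK-3 alpha with peptide substrate and 25 µM ATP; 0% = DMSO neutral wells and 100% = GW8510 positive control wells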
Target sequence (P49840 whole entry, looked up): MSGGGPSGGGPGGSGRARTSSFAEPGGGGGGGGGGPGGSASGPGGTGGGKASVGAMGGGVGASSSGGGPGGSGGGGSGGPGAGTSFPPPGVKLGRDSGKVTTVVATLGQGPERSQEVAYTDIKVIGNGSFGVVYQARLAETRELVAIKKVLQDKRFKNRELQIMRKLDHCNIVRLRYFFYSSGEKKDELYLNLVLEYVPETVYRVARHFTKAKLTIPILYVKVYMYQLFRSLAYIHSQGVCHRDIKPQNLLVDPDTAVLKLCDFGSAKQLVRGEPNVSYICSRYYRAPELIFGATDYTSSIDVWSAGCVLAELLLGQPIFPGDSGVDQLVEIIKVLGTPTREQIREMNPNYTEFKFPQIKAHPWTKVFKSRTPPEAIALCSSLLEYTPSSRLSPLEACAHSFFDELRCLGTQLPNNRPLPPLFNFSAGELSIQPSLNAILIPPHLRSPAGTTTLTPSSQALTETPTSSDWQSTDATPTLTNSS
GSK3B inh = inhibitors of human GSK3beta kinase; 0.038% of 300,000 active; activity score (negative = inhibition), % at 10 µM; AID 2097; P49841; GST-GSK3beta kinase, ADP-Glo luminescence, 60 min; hits give low values;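 active = more than half of replicate wells score below -50%, meaning over 50% inhibition versus plate controls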;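 note: 0% = median DMSO wells and -100% = median GW8510 positive control wells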
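Assay system: GST-tagged human GSK3beta kinase, cell-free; Input: 1.6 ng GSK3beta; Medium: Tris/MgCl2 kinase buffer; Timing: 60 min enzyme reaction, room temperature; Signal: ADP-Glo luminescence quantifying ADP generated by kinase; Evaluation: score relative to plate controls; Benchmarks: DMSO neutral wells and GW8510 at 20 µM as positive.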
HDAC3 inhib = human HDAC3 inhibition; O15379; recombinant HDAC3, fluorogenic peptide/trypsin coupled, fluorescence; inhibition, % at 8.3 µM; 0.15% of 320,000 active; AID 2718; in the data active = inhibition above about 26%, passing the limit was not always enough
DYRK1A inh = Dyrk1A (rat) kinase inhibition | Q63470 | ADP-Glo luminescence, NFATc1 peptide | inhibition, % at 12.5 µM | 0.43% of 310,000 active | AID 504441; in the data active = inhibition above about 50%;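 note: plate controls were vehicle with enzyme for no effect and no enzyme for full effect; many of its hits are not listed in these tables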
KCNK9 block = inhibitors of human KCNK9 two-pore domain potassium channel | Q9NPC2 | HEK293 KCNK9, FluxOR thallium flux fluorescence; hits give low values | B-score at 10 µM | 1.2% of 310,000 active | AID 488922;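 active = ratio B-score over 3 SD below the library mean, with starting fluorescence within 5 SD of its mean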;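 note: negative B-score means less thallium flux so channel inhibition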
Target sequence (Q9NPC2 whole entry, looked up, the tested form may be a part): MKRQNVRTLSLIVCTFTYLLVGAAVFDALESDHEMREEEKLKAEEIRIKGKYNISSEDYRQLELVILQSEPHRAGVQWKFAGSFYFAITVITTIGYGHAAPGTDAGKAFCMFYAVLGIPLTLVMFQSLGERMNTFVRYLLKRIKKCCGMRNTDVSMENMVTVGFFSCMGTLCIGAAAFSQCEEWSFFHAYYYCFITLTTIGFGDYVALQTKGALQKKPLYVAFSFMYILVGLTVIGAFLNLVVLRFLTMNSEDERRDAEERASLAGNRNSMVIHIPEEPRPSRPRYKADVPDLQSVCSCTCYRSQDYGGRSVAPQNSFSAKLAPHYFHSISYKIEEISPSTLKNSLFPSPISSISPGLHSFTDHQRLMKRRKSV
hERG protect = shields human hERG channel from block by proarrhythmic agents; Q12809; CHO-hERG, FluxOR thallium flux, dofetilide IC70 present; activation (rescue from dofetilide block), less the hit threshold, % at 10 µM; 0.51% of 310,000 active;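 active = activation above the mean of controls blocked by dofetilide plus 5 SD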;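 note: thallium influx through hERG after potassium depolarization seen as dye fluorescence rise; in these data hits start at about 4.7%; inactives centre near -7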
* marks the source's active call; other numbers are inactive results; i = inactive; · = not tested or not shown. An excerpt. The share of hits here may be higher or lower than overall.

SMILES	KCNQ1 act	PolyA inh	KCNK3 inh	KCNQ1 block	RGS4 act	GSK3 alpha inh	GSK3B inh	HDAC3 inhib	DYRK1A inh	KCNK9 block	hERG protect
O=C(COc1ccccc1Cl)NCCNC(=O)c1cnccn1	i	i	i	i	i	1	1	2	-5	i	-6
COc1ccc(N2C(=O)C(Cl)=C(NCc3ccccc3)C2=O)cc1	i	i	i	i	i	-2	1	4	-2	i	-7
CCOC(=O)Cn1c(CN(Cc2ccccc2)Cc2ccccc2)nc2c1c(=O)[nH]c(=O)n2C	i	i	i	i	i	1	0	12	7	i	-12
Cc1cc(Cl)c2oc(C(=O)N(C)CCc3cnn(C)c3)c(C)c2c1	i	i	i	i	i	-2	2	4	34	i	-5
NCCSSCCN	i	i	i	i	i	-2	2	-7	-2	i	-4
COc1ccc(/C=C/C(=O)N(Cc2cccs2)C2CCS(=O)(=O)C2)cc1 (centres undefined)	i	i	i	i	-7.5*	-2	2	2	-8	i	-12
CCCCC1(C(=O)OCC)NC(c2ccc(O)cc2)C2C(=O)N(c3ccccc3)C(=O)C21 (centres undefined)	i	i	i	i	i	3	·	6	2	i	-6
COc1cc(CN2CCCCC2C(=O)Nc2ccc(Oc3ccccc3)nc2)ccc1O (centres undefined)	i	i	i	i	i	1	0	-6	-8	i	-10
CCOC(=O)c1cc(C(C)(C)C)nc(SC)c1C#N	i	i	i	i	i	0	3	8	-3	i	-9
Cc1cc(C)nc(SCc2nnc(SCC#N)n2-c2cccc(Cl)c2)n1	i	i	i	i	i	-1	3	-5	4	i	-1
O=C(NCc1ccco1)C(c1ccncc1)N(C(=O)Cc1cccs1)c1ccccc1 (centres undefined)	i	i	i	i	i	-1	0	0	-3	i	-8
COc1cc([N+](=O)[O-])cc(/C=N/NC(=O)C(C)Nc2cccc(C)c2)c1O (centres undefined)	i	i	i	i	i	-2	-2	9	2	i	-6
CCCCn1cnc2c([nH]c3cc(OC)ccc32)c1=O	i	i	i	i	i	-1	5	2	5	i	-7
CCC(C)(C)N(C(=O)CCC(=O)Nc1cc(C)on1)C(C(=O)NC(C)(C)C)c1ccc(OC)cc1 (centres undefined)	i	i	i	i	i	-1	-1	-14	4	i	-7
COc1ccc(S(=O)(=O)Nc2ccccc2OC)cc1NC(=O)CC1CC2CCC1C2 (centres undefined)	i	i	i	i	i	-4	4	20	-3	i	-10
CC(C)(C)c1ccc(/C=N/NC(=O)C2CCCC2)cc1	i	·	i	i	i	·	-1	15	-3	i	-7
COc1ccc(-c2nnc(SC(C)C(=O)NNC(=O)c3ccc(C)cc3)o2)cc1 (centres undefined)	i	i	i	i	i	4	0	4	-5	i	-8
CCN1CCN(c2nc(Nc3cccc(OC)c3)nc(N)c2[N+](=O)[O-])CC1	i	i	i	i	i	8	2	6	·	i	-6
CCNS(=O)(=O)c1ccc(CCC(=O)N2CCCC2)cc1	i	i	i	i	i	3	-3	-1	-4	i	-10
Cc1sc(NC(=O)c2cccs2)c(C(=O)OC(C)C)c1C	i	i	i	i	i	-2	1	-2	-5	i	-4
CCOC(=O)c1c(NC(=O)c2ccc(N3C(=O)[C@@H]4[C@H](C3=O)[C@H]3C=C[C@@H]4C3)cc2)sc2c1CC(C)CC2 (some centres undefined)	i	i	i	i	i	-1	5	-4	0	i	-7
CCCc1cc(N2CCN(c3ccccn3)CC2)n2nc(C)c(-c3ccccc3)c2n1	i	i	i	i	i	-3	-2	-1	-3	i	-12
CCCCc1nc(N2CCOCC2)c(C#N)c2c1COC(C)(C)C2	i	i	i	i	i	3	3	-16	-12	i	-19
O=C(NCCN1C(=O)S/C(=C\c2cccs2)C1=O)c1ccco1	i	i	i	i	i	9	0	-1	·	i	-10
O=C(C1CCC1)N1CCN(c2cccc(C(F)(F)F)c2)CC1	i	i	i	i	i	-2	0	-1	2	i	-8
Cc1ccc(F)cc1NC(=O)Cc1ncc(C(F)(F)F)cc1Cl	i	i	i	i	i	-3	1	-10	9	i	-10
COc1ccccc1CNC(=O)COC(=O)c1n[nH]c2ccccc12	i	i	i	i	i	3	-1	-7	2	i	-1
O=C(C1CCN(CCCc2ccccc2)CC1)N(CCc1ccccc1)Cc1ccccc1	i	i	i	i	i	0	0	-5	-3	i	-16
O=C(CCC(=O)N1CCCCC1)Nc1ccc(Cl)c(Cl)c1	i	i	i	i	i	-3	-4	4	2	i	-10
C#Cc1ccc([C@H]2C=C(C(=O)N3CCOCC3)O[C@@H](OCc3ccc(CO)cc3)C2)cc1	i	i	i	i	i	-1	3	0	2	i	-9
CCCCN(C)C(=O)c1ccc2c(c1)N(CC)C(=O)c1ccccc1S2(=O)=O	i	i	i	i	i	-3	-1	0	8	i	-3
O=c1c2ccccc2nc(N/N=C/c2ccc(O)cc2)n1O	i	i	i	i	i	1	1	-3	20	i	-10
COc1ccc(S(=O)(=O)N(C)CC(=O)NCc2ccco2)cc1	i	i	i	i	i	-5	-5	0	-5	i	-9
CCC(=O)N1CCc2cc(S(=O)(=O)CCC(=O)N(C)c3ccc(OC)cc3OC)ccc21	i	i	i	i	i	-1	4	4	·	i	-4
CCN1C(N(C)CCc2cccs2)=N[C@@H](c2ccccc2)C(C(=O)OC)=C1C	i	i	i	i	i	0	-1	-3	-3	i	-20
CCOc1ccc(/C=N/NC(=O)c2nnn(-c3nonc3N)c2-c2ccc(OCC)cc2)cc1	i	i	i	i	i	-3	2	0	-2	i	-8
Cc1ccc(S(=O)(=O)N2CCN(C(=O)c3ccccn3)CC2)cc1	i	i	i	i	i	1	-1	9	23	i	-7
Cc1ccc(Nc2cc(C)nc(N3CCOCC3)n2)cc1	i	i	i	i	i	-2	3	3	1	i	-7
COC(CNC(=O)c1cnn2c(C)c(Cc3ccccc3)c(C)nc12)OC	i	i	i	i	i	1	5	-22	·	i	-22
CCOc1ccc(S(=O)(=O)Nc2cc(OC)c(OC)cc2C(=O)O)cc1	i	i	i	i	i	-4	0	-17	1	i	-16
O=C(CCc1nnc(CCC2CCCCC2)o1)NCCn1cccn1	i	i	i	i	i	10	1	1	2	i	-5
CC(=O)C1=C(O)C(=O)N(c2ccccn2)C1c1cccc(F)c1 (centres undefined)	i	i	i	i	i	-1	-2	5	-3	i	-6
Cc1cc(=O)oc2cc(OCC(=O)OCC(=O)NC(C)C)ccc12	i	i	i	i	i	·	·	-19	1	i	0
c1ccc2c(c1)nc1n2CCN1	i	i	i	i	i	-3	-1	3	5	i	-8
COc1ccc(CCNC(=O)c2cc3c(C)nccc3[nH]c2=O)cc1OC	i	i	i	i	i	-2	-4	-4	10	i	-33

Overlap with the part before: 2 compounds, followed by the next part.
SMILES	KCNQ1 act	PolyA inh	KCNK3 inh	KCNQ1 block	RGS4 act	GSK3 alpha inh	GSK3B inh	HDAC3 inhib	DYRK1A inh	KCNK9 block	hERG protect
c1ccc2c(c1)nc1n2CCN1	i	i	i	i	i	-3	-1	3	5	i	-8
COc1ccc(CCNC(=O)c2cc3c(C)nccc3[nH]c2=O)cc1OC	i	i	i	i	i	-2	-4	-4	10	i	-33
O=C(CCn1nnc2ccccc21)Nc1nnc(COc2ccccc2F)s1	i	i	i	i	i	-2	-4	6	0	i	-8
O=c1[nH]ncc(NCCCO)c1Cl	i	i	i	i	i	5	3	3	9	i	-5
COc1cccc(-c2cc(C(=O)NCC3CCCO3)c3ccccc3n2)c1 (centres undefined)	i	i	i	i	i	-1	-1	-2	1	i	-13
COc1cc2ccccc2cc1C(=O)Nc1ccc(N2CCN(C(=O)C(C)C)CC2)cc1	i	i	i	i	i	-2	3	2	0	i	-6
O=C(CN(c1cccc(Cl)c1)S(=O)(=O)c1ccc(Cl)cc1)NCc1ccccn1	i	i	i	i	i	1	5	-3	2	i	-11
CCOC(=O)N1CCN(C(=O)c2cn(CC)c3cc(N4CCN(C)CC4)c(F)cc3c2=O)CC1	i	i	·	i	i	-4	0	-30	·	i	0
COc1ccc(CCNC(=O)c2ccc(N3CCCC3=O)cc2)cc1	i	i	i	i	i	-3	-4	1	0	i	-4
Cc1cc(-c2c(C)[nH]n(-c3ccc(Cl)cc3)c2=O)n(-c2ccccc2)n1	i	i	i	i	i	-1	1	-5	3	i	-7
COC(=O)C1=C(CS(=O)(=O)c2ccccc2)NC(=O)NC1c1ccc(OC)c(OC)c1 (centres undefined)	i	i	i	i	i	-2	-1	-2	1	i	-5
COc1ccc(C2NC3=C(CCCC3)C(C#N)(C#N)C2(C#N)C#N)cc1 (centres undefined)	i	i	·	i	i	-1	-3	8	·	i	-10
O=[N+]([O-])c1cccnc1Oc1cccnc1	i	i	i	i	i	-2	1	-1	11	i	-11
CCOc1ccc2[nH]c(=O)c(CN(Cc3ccc(F)cc3)C(=O)c3ccco3)cc2c1	i	i	i	i	i	-2	-1	-1	0	i	-10
COC(=O)c1ccc(NC(=O)c2ccc(F)cc2)o1	i	i	i	i	i	2	2	1	4	i	-8
O=C(NCCOc1ccccc1)C1CCCN1C(=O)c1cccs1 (centres undefined)	i	i	i	i	i	-1	0	7	2	i	0
COc1cccc(/C=C/C(=O)Oc2ccc(C(=O)c3ccc(F)cc3)cc2)c1	i	i	i	i	i	-5	0	13	4	i	-3

2 compounds from above with just KCNQ1 block and KCNK3 inh.
Molecule,KCNQ1 block,KCNK3 inh
COc1ccc(CCNC(=O)c2ccc(N3CCCC3=O)cc2)cc1,i,i
Cc1cc(-c2c(C)[nH]n(-c3ccc(Cl)cc3)c2=O)n(-c2ccccc2)n1,i,i

Following part.
SMILES	KCNQ1 act	PolyA inh	KCNK3 inh	KCNQ1 block	RGS4 act	GSK3 alpha inh	GSK3B inh	HDAC3 inhib	DYRK1A inh	KCNK9 block	hERG protect
CCOC(=O)CNC1CC(=O)N(c2ccc(Br)cc2)C1=O (centres undefined)	i	i	i	i	i	0	-1	-6	-4	i	-1
CC/C(=N/Nc1ccccc1)c1cnnc(-c2ccccc2)n1	i	i	i	i	i	-2	3	-2	-3	i	-12
Cc1ccc(-n2nc(C)cc2NC(=O)CC#N)cc1	i	i	i	i	i	-3	0	-2	·	i	-5
CCOC(=O)c1c(CSc2ccccc2)n(C)c2cc(Br)c(OCC(O)CNC(CO)(CO)CO)cc12 (centres undefined)	i	i	i	i	i	0	-4	7	5	i	-13
Nc1cccc(NP(=O)(c2ccccc2)c2ccccc2)c1	i	i	i	i	i	-1	-3	·	-5	i	-6
